proKLK7 act = activates the human kallikrein-7 zymogen; P49862; purified proKLK7, EDANS-DABCYL substrate fluorescence; 100% is mature enzyme control, 0% vehicle; activation, % at 7 µM; 370,000 compounds, 0.9% hits;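 active = activation above the mean of all tested compounds plus 3 SD, computed per campaign excluding outliers beyond control limits, cut at about 13% in these data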
Target sequence (P49862 whole entry, looked up): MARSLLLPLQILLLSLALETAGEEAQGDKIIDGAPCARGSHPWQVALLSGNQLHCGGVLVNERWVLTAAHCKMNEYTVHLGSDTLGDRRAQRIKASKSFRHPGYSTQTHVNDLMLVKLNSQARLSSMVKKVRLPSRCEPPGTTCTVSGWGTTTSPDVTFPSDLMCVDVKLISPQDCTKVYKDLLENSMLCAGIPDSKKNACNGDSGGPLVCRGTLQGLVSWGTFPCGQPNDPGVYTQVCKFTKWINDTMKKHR
TDP2 absorb = TDP2 (human) inhibition, absorbance primary screen; O95551; recombinant TDP2, T5PNP hydrolysis, p-nitrophenol absorbance 415 nm; inhibition, % at 12.8 µM; 370,000 compounds, 0.34% hits; AID 720702;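 active = inhibition above the mean of all tested compounds plus 3 SD, set per campaign, cut at about 25% in these data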;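 note: 0% = DMSO with enzyme and 100% = buffer with substrate but no TDP2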
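System – recombinant human TDP2 · Amount – 120 nM TDP2 per well · Buffer or medium – Mg2+-containing Tris-HCl buffer, pH 7.5 · Reagent – T5PNP substrate, 5 mM · Dosing – 12.8 µM single point, 1% DMSO · Incubation – 2 h at 37 °C · Measured by – epi absorbance · Read-out basis – percent inhibition · Benchmarks – high control without enzyme, low control DMSO plus TDP2 · Repeats – singlicate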
DDE Tn7 FP inh = DD(E)-Tn7 binding inhibition, primary FP screen. P02675. FP displacement of FITC-Tn7 peptide from fibrin DD(E); 0% = median of compound wells per plate. inhibition, % at 8.3 µM. 370,000 compounds, 0.13% hits;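 active = inhibition above the mean of compounds falling within the control limits plus 3 SD of them, cut at about 14% in these data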;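 note: 0% = plate median of compound wells and 100% = 10 µM Aha-Tn7 peptide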
Target sequence (P02675 whole entry, looked up): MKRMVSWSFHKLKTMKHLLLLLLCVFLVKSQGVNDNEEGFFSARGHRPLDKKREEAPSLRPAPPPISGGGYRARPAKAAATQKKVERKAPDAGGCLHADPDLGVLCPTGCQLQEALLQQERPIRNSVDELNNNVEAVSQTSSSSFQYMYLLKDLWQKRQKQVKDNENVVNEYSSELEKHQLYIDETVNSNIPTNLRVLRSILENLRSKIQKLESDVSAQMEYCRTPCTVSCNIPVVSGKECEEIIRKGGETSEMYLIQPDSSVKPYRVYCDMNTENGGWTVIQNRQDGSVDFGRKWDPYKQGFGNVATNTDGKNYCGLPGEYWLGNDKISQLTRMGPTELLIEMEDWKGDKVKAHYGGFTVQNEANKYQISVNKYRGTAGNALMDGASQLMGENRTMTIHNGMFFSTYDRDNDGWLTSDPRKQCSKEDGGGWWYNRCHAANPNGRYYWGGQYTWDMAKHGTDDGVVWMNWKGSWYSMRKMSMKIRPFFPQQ
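Also added: labelled Tn7 tracer, 0.1 µM; Assay system: human fibrin DD(E) protein; Amount: 2 µM fibrin DD(E); Schedule: 10 min compound pre-incubation, 3 h probe incubation at room temperature; Repeats: one replicate per compound; Read-out basis: percent inhibition; Measured by: fluorescence polarization of the labelled Tn7 tracer.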
ADAM17 inh = inhibits human ADAM17; P78536; AID 720648; inhibition, % at 6.95 µM; recombinant ADAM17, EDANS/DABCYL FRET peptide cleavage; 370,000 compounds, 0.83% hits;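 active = inhibition above the mean of compounds lying between control limits plus 3 SD, set per campaign, cut at about 8.5% in these data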;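 note: 0% = DMSO-only wells as the low control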
PLCg1 inh = blocks human PLC-gamma1 enzyme activity; AID 720700; purified PLC-gamma1, fluorogenic substrate, fluorescence; inhibition, % at 12.2 µM; 370,000 compounds, 0.84% hits; P19174; in the data active = inhibition above about 9.5%
DDE Tn6 FP inh = inhibitors of Tn6 peptide binding to human fibrin DD(E); P02675; Fibrin DD(E) TRITC-Tn6 fluorescence polarization displacement; inhibition, % at 8.3 µM; 370,000 compounds, 0.21% hits; AID 720509;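 active = inhibition above a per-campaign cutoff: mean of compounds within control limits plus 3 SD, cut at about 15% in these data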;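 note: 0% = median of all compound wells on the plate and 100% = blocking peptide control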
ASAP1 inh = inhibitors of human ASAP1 ArfGAP activity | inhibition, % at 16.5 µM | Q9ULH1 | AID 624377 | ASAP1-stimulated ARF1 GTP hydrolysis, GDP FP detection | 360,000 compounds, 0.19% hits; in the data active = inhibition above about 25%;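 note: 0% = vehicle with enzyme and substrate and 100% = no enzyme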
ADAM10 inh = inhibits human ADAM10; recombinant ADAM10, EDANS/DABCYL FRET peptide cleavage, 3 h; 370,000 compounds, 0.62% hits; inhibition, % at 7 µM; AID 720582; O14672;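 active = inhibition above a per-campaign cutoff equal to the mean of compounds falling between control-based bounds plus 3 SD, cut at about 20% in these data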;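 note: 0% = DMSO wells while the 100% control is not disclosed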
LEDGF integ inh = blocks HIV-1 LEDGF/p75-dependent DNA integration; AID 743269; inhibition, % at 3.7 µM; 370,000 compounds, 0.64% hits; TR-FRET IN-LEDGF/p75 DNA integration, Eu/Cy5;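 active = inhibition above the screen-wide mean plus 3 SD, cut at about 13% in these data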;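 note: signal is the Cy5 over europium emission ratio at 671 and 618 nm; 0% = plate median of compound wells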
ARFGAP1 inh = inhibitors of rat ARFGAP1; Arfgap1-stimulated ARF1 GTP hydrolysis, GDP FP detection; AID 651572; Q62848; inhibition, % at 16.5 µM; 360,000 compounds, 0.26% hits;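 active = inhibition above a per-plate limit, mean inhibition of low control wells plus 3 SD, cut at about 25% in these data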;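 note: 0% = DMSO wells with enzyme and 100% = wells lacking Arfgap1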
Target sequence (Q62848 1-136 limits assumed): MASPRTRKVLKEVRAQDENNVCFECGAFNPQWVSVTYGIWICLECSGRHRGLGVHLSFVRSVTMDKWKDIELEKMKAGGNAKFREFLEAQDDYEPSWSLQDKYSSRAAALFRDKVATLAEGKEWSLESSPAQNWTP
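Material – truncated rat Arfgap1 GAP domain · Buffer or medium – HEPES-based buffer, pH 7.5 · Reagent – human ARF1(Δ1-17)-GTP substrate · Dosing – 16.5 µM single point, 1.26% DMSO · Schedule – GTP hydrolysis reaction 2 h at 25 °C · Technique – GDP detection by fluorescence polarization · Benchmarks – No-Arfgap1 wells (100%) versus DMSO full-reaction wells (0%) · Repeats – single replicate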
* hit, by the source's call; i = inactive. A portion of the library (hit frequency here may not be typical).

SMILES	proKLK7 act	TDP2 absorb	DDE Tn7 FP inh	ADAM17 inh	PLCg1 inh	DDE Tn6 FP inh	ASAP1 inh	ADAM10 inh	LEDGF integ inh	ARFGAP1 inh
O=C1C2CCN(CC2)C1(CO)CO	-0.7	3	-4	-3	3	-2	-8	-19	-5	-23
CCC1=Nc2cc(C(=O)N3CCC4(CC3)OCCO4)ccc2Sc2ccc(Br)cc21	0.3	-6	4	2	-6	7	-3	9	0	9
CCOP(=O)(OCC)C(NC(=O)CN1C(=O)c2ccccc2S1(=O)=O)C(Cl)(Cl)Cl (stereo not given)	0.1	8	1	-4	-2	-3	-12	-12	0	-6
CCC1(C)CC(CCNCc2ccc(N(C)C)cc2)(c2ccc(F)cc2)CCO1 (stereo not given)	-0.1	-2	6	-4	-1	7	1	-9	-1	-5
O=S1c2ccccc2-c2ccccc21	-0.9	4	-8	-3	-1	-3	-13	-12	-1	16
O=[N+]([O-])[N-][n+]1cnn(Cc2ccc(Cl)cc2)c1	0.4	-1	-4	2	2	3	4	2	0	-4
CCC(C)n1c(C)cc(C(N)=O)c1C (stereo not given)	-0.5	-14	-1	-1	4	1	-21	6	2	-2
CC1C2Cn3c(nc4ccccc43)C1N(C)O2 (stereo not given)	0.0	-1	10	-3	0	7	12	-2	1	-7
C#C[C@]1(O)CCC2C3C(CC[C@@]21C)[C@@]1(C)CC[C@@H](O)CC1=C[C@H]3O (stereo not given in full)	0.6	-1	2	-1	0	-6	5	-7	2	-4
COc1ccc(OC)c(CN2CCN(C(=O)Cc3ccccc3)CC2)c1	-0.6	-2	-11	3	5	6	10	1	4	10

3 structures already listed, arranged by molar mass, smallest number first.
SMILES	proKLK7 act	TDP2 absorb	DDE Tn7 FP inh	ADAM17 inh	PLCg1 inh	DDE Tn6 FP inh	ASAP1 inh	ADAM10 inh	LEDGF integ inh	ARFGAP1 inh
CCC(C)n1c(C)cc(C(N)=O)c1C (stereo not given)	-0.5	-14	-1	-1	4	1	-21	6	2	-2
O=S1c2ccccc2-c2ccccc21	-0.9	4	-8	-3	-1	-3	-13	-12	-1	16
CC1C2Cn3c(nc4ccccc43)C1N(C)O2 (stereo not given)	0.0	-1	10	-3	0	7	12	-2	1	-7

Further compounds follow:
SMILES	proKLK7 act	TDP2 absorb	DDE Tn7 FP inh	ADAM17 inh	PLCg1 inh	DDE Tn6 FP inh	ASAP1 inh	ADAM10 inh	LEDGF integ inh	ARFGAP1 inh
N#CCC(=O)NN1Cc2ccccc2C1=N	0.2	-2	-1	-4	-4	-2	-3	0	4	-4
Cc1cc(/C=C2/C(=O)NC(=O)N(Cc3ccco3)C2=O)c(C)n1-c1ccccc1	0.5	-10	-7	4	-9	0	-1	1	53*	-2
O=c1[nH]c(=O)n(CCC2=CCCCC2)c(O)c1C=NC1CCN(Cc2ccccc2)CC1	0.0	-5	0	8.9*	6	6	9	-6	4	7
Cc1onc(-c2c(Cl)cccc2Cl)c1C(=O)Nc1ccc2c(C(F)(F)F)cc(=O)oc2c1	-4.0	2	4	-20	-101	5	11	-46	-3	-2
CCC(=O)O[C@H]1CC[C@H]2[C@@H]3CCC4=CC(=O)CC[C@]4(C)[C@H]3CC[C@]12C	0.4	2	1	2	0	6	6	-5	-2	-10
Clc1ccc(C2NCCc3[nH]cnc32)cc1 (stereo not given)	-0.4	0	4	2	3	3	-2	8	-2	2
O=c1c2ccccc2nc(/C=C/c2ccco2)n1-c1ccccc1O	-0.1	-1	-2	-3	-27	-3	1	8	7	9
CN1C(=O)C(=Cc2ccccc2OCc2ccccc2Cl)C(=O)N(C)C1=O	-1.0	1	-6	1	0	-4	3	0	1	0
O=C1NC(=S)NC(=O)C1=Cc1ccc(OCc2ccccc2)cc1	0.2	-1	3	0	-3	6	-19	2	-2	-13
CN1C(=O)NC(=O)[C@]2(Cc3ccccc3N3CCN(c4ccccc4)CC32)C1=O (stereo not given in full)	-0.2	11	2	1	-9	2	-2	-9	40*	-16
O[C@@H]1CCCN2CCc3c([nH]c4ccccc34)[C@H]12	-0.3	3	2	-10	-30	9	-12	-54	-2	4
COC(=O)C1=C(c2ccc(OC)c(OC)c2)C[C@@H]2CC[C@H]1N2C(=O)NCCOc1ccccc1Cl	0.8	9	-6	-3	-2	4	-7	-2	-5	-5
CCNc1nc(NC(C)(C)C)nc(SC)n1	-0.7	3	3	-3	4	-4	-4	-4	-6	10
CC12CCC3C(CC=C4CC(O)CCC43C)C1CC(=CN1CCOCC1)C2=O (stereo not given)	-0.3	9	-10	-1	4	-4	-4	-21	-1	15
COC(=O)C1=C(c2ccccc2)C[C@@H]2CC[C@H]1N2C(=O)N1CCOCC1	0.1	2	-4	-3	3	1	11	-7	-1	1
CCOP(=O)(CN(CC)CCNP(=O)(OCC)OCC)OCC	0.1	-7	-4	-1	-2	4	-5	-6	-3	-2
COC(=O)C1=C(c2ccc(F)cc2F)C[C@@H]2CC[C@H]1N2C(=O)NCc1ccc(F)cc1	0.1	14	1	-3	-3	3	-1	76*	-1	3
CCC(c1nnnn1-c1ccc2c(c1)OCCO2)N1CCC(n2c(=O)[nH]c3ccccc32)CC1 (stereo not given)	0.6	-4	7	0	-2	-3	-1	4	0	3
O=C(CN1CCCC1=O)N1CCOCC1	0.2	-1	-3	1	0	-3	-11	0	1	0
CSCCC(c1nnnn1C1CCCC1)N1CCC(n2c(=O)[nH]c3ccccc32)CC1 (stereo not given)	0.1	-16	2	9.2*	10*	3	11	4	4	13
O=S(=O)(c1ccc(Cl)cc1)N1CCCC1c1cccnc1 (stereo not given)	0.4	-13	0	2	5	-4	4	-2	0	-3
Nc1c(Br)cc2c3c(cccc13)-c1ccccc1-2	-12	64*	-4	-2	-268	1	6	-25	6	-12
CCOC(=O)C1(c2ccccc2)CCN(CC(O)c2ccc(NC(C)=O)cc2)CC1 (stereo not given)	0.2	6	4	-3	1	-5	-6	-15	-2	-1
S=C1CN=C(c2ccccc2Cl)c2cc(Cl)ccc2N1	-0.3	-7	-3	2	5	6	5	5	-5	11
COc1ccc2c(C)c(CC(=O)N3C[C@H]4C[C@@H](C3)c3cccc(=O)n3C4)c(=O)oc2c1	2.6	-16	-3	-381	-116	-1	6	i	-2	6
O=C(Nc1ccc(OC(=O)N2CCCCC2)cc1)N1CCOCC1	-0.3	6	-8	-2	3	-6	-1	6	1	4
CCOC(=O)C1CCCCC12C(C#N)=C(N)Oc1n[nH]c(C)c12 (stereo not given)	1.7	16	-6	-18	-40	1	-6	-51	-1	-7
CC(O)(CS(=O)(=O)c1ccccc1)C(=O)Nc1cccc(C(F)(F)F)c1 (stereo not given)	-0.1	12	-4	-2	2	-4	4	1	3	9
CCOC(=O)[C@@]1(C#N)[C@@H]2C=CC(C(N)=O)=CN2[C@@H](C(N)=O)[C@@H]1c1cccc(Cl)c1	0.5	13	8	-19	-53	-4	-10	-54	1	-1
c1cncc(C2CCCCN2Cc2ccc3c(c2)OCO3)c1 (stereo not given)	1.1	4	4	-2	0	3	-4	2	-3	-4
S=C1NC2(CCCCC2)NC12CCCCC2	-0.1	9	2	0	1	-8	-3	3	2	9
CCOC(=O)c1cccc([P+](=O)O)c1	0.9	3	1	-5	-1	2	-10	-3	-2	4
CC(C)n1c(=O)c(C=Nc2ccc(Br)cc2)c(O)n(Cc2ccco2)c1=O	-5.3	13	-1	0	-11	-5	4	-5	3	5
COc1ccccc1N1CCN(Cc2ccc(F)cc2)CC1	0.7	1	-3	-2	0	1	1	-6	-2	2
CC(C)(C)P(=O)(c1ccncc1)N1CCCC1 (stereo not given)	0.2	13	0	-3	-1	3	10	-8	0	-6
COC(=O)C1=C(c2ccc(F)cc2OCc2ccccc2)C[C@@H]2CC[C@H]1N2C(=O)NCc1cccc(F)c1	0.3	-4	4	1	2	-8	-10	13	1	-1
CCOP(=O)(OCC)C(NC(=O)c1ccc(C)cc1)C(Cl)(Cl)Cl (stereo not given)	-0.8	9	6	1	4	3	0	0	2	6
COC(=O)[C@]1(C)C[C@H]1[C@H](NP(=O)(c1ccccc1)c1ccccc1)c1ccccc1	-0.1	4	-8	1	2	2	8	-2	1	1
Cc1ccc(OCC(=O)Nc2ccc(Cl)cc2C(=O)c2ccccc2)cc1	-0.3	-2	-2	-1	1	3	-2	-4	-2	-1
S=C=Nc1cccc(C2(N3CCCCC3)CCCCC2)c1	0.7	7	7	-6	-2	4	9	-14	-1	1
COc1ccc(-c2ccc3c(c2)CN(C(=O)C(C)(C)C)Cc2cnnn2-3)cc1	-0.3	7	1	-25	-29	-4	11	-83	6	-6
COc1ccc(CCNCc2ccccc2F)cc1	-0.2	-7	-6	-1	2	-2	3	-2	0	5
CCCC(C)n1[nH]c(=O)c2c1NC(=O)CSC2c1ccccc1 (stereo not given)	-0.1	11	-1	-1	-1	-2	-3	-4	-2	-1
CC(C)NS(=O)(=O)c1ccc(OCC(=O)N2CCN(Cc3ccccc3)CC2)cc1	-0.1	4	1	0	-1	8	3	-1	0	4
COc1cc(C=C2C(=O)NC(=O)NC2=O)ccc1OCc1ccc([N+](=O)[O-])cc1	0.5	5	9	-5	0	11	3	-2	-2	7
CC(=O)NC(=O)NC(C)Cc1ccccc1 (stereo not given)	-0.3	-1	-4	-1	-2	-1	8	-8	1	6
CCC(=Nc1ccc2c(c1)CCC2)c1c(O)n(C)c(=O)n(C)c1=O	-0.2	-9	3	3	2	0	-1	0	3	-7
Cc1cccc(-n2c(O)c(C=NCCN3CCNCC3)c(=O)[nH]c2=S)c1	0.5	-1	-2	1	1	16*	-5	5	4	2
c1ccc2c(CN3CCCCCCC3)c[nH]c2c1	-0.6	11	0	1	2	-3	-2	-6	0	-1
CC1([N+](=O)[O-])COP(=O)(Nc2ccc(F)cc2)OC1 (stereo not given)	-0.2	9	4	-5	2	3	3	-14	-3	-3

Other entries.
SMILES	proKLK7 act	TDP2 absorb	DDE Tn7 FP inh	ADAM17 inh	PLCg1 inh	DDE Tn6 FP inh	ASAP1 inh	ADAM10 inh	LEDGF integ inh	ARFGAP1 inh
CC[C@@]1(O)C(=O)OCc2c1cc1n(c2=O)Cc2cc3c(NC(=O)CN)cccc3nc2-1	350*	5	3	i	i	2	11	i	0	14
C[C@@H]1CNCCN1c1ccc(N2CC[C@H](O)C2)c(C#N)c1	1.0	1	6	-10	-19	6	0	-52	-5	10
CC12CN3CC(C)(CN(C1)C3c1ccco1)C2=O (stereo not given)	0.8	-6	8	-3	-2	3	6	-3	-3	-1
CCC(=NCc1cccnc1)c1c(O)n(Cc2ccccc2)c(=O)[nH]c1=O	0.0	4	-1	0	5	-6	7	13	0	-2
